SENP7 inh: SENP7 protease inhibition; Q9BQF6; recombinant SENP7, Z-RLRGG-aminoluciferin luminescence, 40 min; inhibition, % at 5 µM; 330,000 tested, 1.5% active;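 active = inhibition above about 50% at the single test dose, limit read from the data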;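 also: plate controls were DMSO with enzyme for no effect and no enzyme buffer wells for full effect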
SENP1 FRET inh: inhibitors of human SENP1 SUMO protease catalytic domain; Q9P0U3; recombinant SENP1 catalytic domain, CyPet-SUMO1-YPet FRET cleavage; inhibition, % at 10 µM; 360,000 tested, 0.21% active; AID 624204;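 active = inhibition at least 30% at 10 µM, raw YFP signal under a set limit, fluorescence ratio 0.5 to 1.5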;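 also: 0% = enzyme with DMSO and 100% = no enzyme wells; some results filed as inactive read as strong as hits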
Target sequence (Q9P0U3 419-644 limits assumed): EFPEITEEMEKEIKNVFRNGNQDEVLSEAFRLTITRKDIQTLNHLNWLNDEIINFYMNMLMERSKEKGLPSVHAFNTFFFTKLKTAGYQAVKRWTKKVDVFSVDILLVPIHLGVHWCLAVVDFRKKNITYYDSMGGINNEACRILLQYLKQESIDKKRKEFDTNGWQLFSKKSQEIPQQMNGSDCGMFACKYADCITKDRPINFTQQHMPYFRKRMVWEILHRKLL
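material = recombinant human SENP1 catalytic domain, His6-tagged | quantity = 20 pM enzyme | reagent = 25 nM SUMO1 FRET substrate | compound dosing = 10 µM single point, 0.5% DMSO | timing = 50 min enzyme reaction, room temperature, light-protected | detection = FRET, CFP and YFP emission | control set = no-enzyme low, enzyme-DMSO high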
Apaf-1 inh: human Apaf-1 inhibition | reconstituted apoptosome caspase-3 activity, DEVD-Rh110 fluorescence | inhibition, % at 20 µM | 330,000 tested, 0.71% active | AID 489030; active = inhibition of at least 40% at 20 µM;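 also: plate controls were DMSO wells for no effect and DEVD-CHO caspase inhibitor wells for full effect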
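Assay system: Apoptosome proteins | Medium: pH 7.5 Hepes buffer with CHAPS, BSA, DTT | Also added: Cytochrome c and DEVD-Rh110 substrate | Times: 30 min plus 50 min, RT | Detection: Rhodamine 110 fluorescence at Ex 480/Em 540 nm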
UBC13 inh: inhibitors of human UBC13 polyubiquitin chain formation. P61088. TR-FRET. inhibition, % at 20 µM. 330,000 tested, 0.47% active; in the data active = inhibition above about 45%, passing the limit was not always enough
Target sequence (P61088 whole entry, looked up): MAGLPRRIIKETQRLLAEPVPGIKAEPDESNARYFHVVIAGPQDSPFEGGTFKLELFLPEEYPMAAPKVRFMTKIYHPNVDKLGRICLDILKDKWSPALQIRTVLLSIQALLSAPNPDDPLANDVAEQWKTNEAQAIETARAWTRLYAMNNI
APOBEC3G inh: blocks human APOBEC3G single-stranded DNA deamination | Q9HC16 | recombinant A3G, ssDNA deamination FAM/TAMRA fluorescence | inhibition, % at 20 µM | 330,000 tested, 0.28% active | AID 493012;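 active = inhibition of at least 40% at 20 µM, with no more than 30% in the related APOBEC3A deaminase screen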;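 also: plate controls were DMSO wells with A3G for no effect and wells lacking A3G enzyme for full effect; some compounds called inactive have numbers as strong as hits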
SENP8 block-1: inhibitors of human SENP8 protease | 330,000 tested, 1.2% active | Q96LD8 | AID 2540 | purified SENP8, Z-RLRGG-aminoluciferin cleavage, luminescence | inhibition, % at 10 µM; in the data active = inhibition above about 50%
SENP8 block-2: inhibitors of human SENP8 protease. Q96LD8. recombinant SENP8, Nedd8 substrate fluorescence. inhibition, % at 20 µM. 360,000 tested, 0.64% active. AID 602440; in the data active = inhibition mostly above about 40%, no sharp cut-off; inactive = mostly below about 27%
SENP6 block: blocks the human protease SENP6; 330,000 tested, 1.8% active; inhibition, % at 10 µM; Recombinant SENP6 catalytic domain, aminoluciferin luminescence; Q9GZR1;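 active = inhibition above about 50% at the single tested dose, limit read from the data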;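 also: plate controls were DMSO wells with enzyme for no effect and DMSO wells lacking enzyme for full effect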
Target sequence (Q9GZR1 628-1112 limits assumed): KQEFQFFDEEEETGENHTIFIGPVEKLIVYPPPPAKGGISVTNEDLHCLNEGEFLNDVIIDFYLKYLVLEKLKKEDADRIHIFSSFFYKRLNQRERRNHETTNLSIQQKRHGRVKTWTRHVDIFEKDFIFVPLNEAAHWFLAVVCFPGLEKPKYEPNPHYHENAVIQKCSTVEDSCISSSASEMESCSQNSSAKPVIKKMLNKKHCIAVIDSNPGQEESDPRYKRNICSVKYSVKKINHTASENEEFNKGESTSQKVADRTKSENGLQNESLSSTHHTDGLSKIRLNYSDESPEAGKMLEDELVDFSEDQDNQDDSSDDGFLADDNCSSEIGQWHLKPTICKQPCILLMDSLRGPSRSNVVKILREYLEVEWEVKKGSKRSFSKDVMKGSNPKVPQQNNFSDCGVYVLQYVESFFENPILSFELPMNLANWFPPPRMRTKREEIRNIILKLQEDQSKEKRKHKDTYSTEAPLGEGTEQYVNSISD
Active calls of the source: *.

canonical_smiles,SENP7 inh,SENP1 FRET inh,Apaf-1 inh,UBC13 inh,APOBEC3G inh,SENP8 block-1,SENP8 block-2,SENP6 block
NC(=O)c1ccc[n+](CC(=O)c2cccc([N+](=O)[O-])c2)c1,6,0,-3,4,-8,2,14,10
N#Cc1ccc(-c2ccc(OCC(=O)NCCc3ccccc3)cc2)cc1,0,1,-2,3,-6,-10,-65,-11
O=C(Cc1c(F)cccc1Cl)Nc1ccc(S(=O)(=O)Nc2nccs2)cc1,2,1,0,-4,-10,-10,14,-14
CC1(C)Cc2c(c(N3CCOCC3)nc3sc(C(N)=O)c(N)c23)CO1,-4,-33,-7,22,-6,-3,-428,-2
Cc1cc(NC(=O)c2ccccc2)cc(NC(=O)c2ccccc2)c1C,-18,-4,4,-8,7,-8,2,-21
CCN(CC)C(=O)CSc1nc2ccccc2n1CC(=O)N1CCN(c2ccccc2OC)CC1,4,-1,1,0,-3,5,34,6
Cc1nc(NCCc2ccccc2)sc1C(=O)O,-2,-2,-6,7,-8,-11,9,3
O=C(NCCC1=CCCCC1)c1ccc(=O)oc1,0,2,0,-10,-7,2,3,-1
Cc1cc(C)c(CN2CCN(C(=O)Cn3ccc(NC(=O)OCc4ccccc4)nc3=O)CC2)c(C)c1,2,4,7,6,-5,1,13,6
CC(=O)NCCc1cc2ccc(C)c(C)c2[nH]c1=O,1,0,5,-1,-10,0,-49,-4
OCCC1CN(Cc2nc(-c3ccccc3)cs2)CCN1C1CCCC1 (configuration not stated),4,1,-16,23,-2,4,17,-31
CCOc1ccc(N(CC(=O)Nc2ccc(CC)cc2)S(=O)(=O)c2c(C)[nH]c(=O)[nH]c2=O)cc1,14,2,-1,-20,-3,-13,2,13
COc1ccc(N2CCN(C(=O)c3ccc(N4C(=O)NC5CC4(C)Oc4ccccc45)cc3)CC2)cc1 (configuration not stated),-5,1,0,2,0,2,30,-21
Cc1ccc2[nH]c(=O)c(CN(Cc3cccs3)Cc3nnnn3CC3CCCO3)cc2c1 (configuration not stated),-1,-1,6,-5,11,-5,-50,-11
CCC(C)NCCCOc1ccc([N+](=O)[O-])cc1 (configuration not stated),4,-2,-4,17,-8,-6,25,-12
O=C(O)c1cccc(C(=O)O)c1,12,1,15,0,17,-17,45*,-9
COc1ccc(C(=O)NCc2nnc(SCC(=O)N3CCc4ccccc43)n2CCc2ccccc2)cc1,2,0,15,18,-9,-7,5,-12
N#CN=C1CCCCCN1CC(N)=O,6,2,-12,2,-8,-4,19,7
CC(C)c1cc(NC(=O)c2ccccc2)cc(C(C)C)c1O,-6,2,7,-7,-3,-7,13,-28
CCCN(CC(=O)Nc1ccccc1C)C(=O)COC(=O)CSc1ccc([N+](=O)[O-])cc1,-1,6,6,1,-6,9,6,1
COc1ccc(CCC(=O)NNC(=O)Nc2cc(Cl)ccc2C)cc1,-36,0,3,2,-7,10,10,-1
Cc1nc(NS(=O)(=O)c2ccccc2)sc1NC(=O)Nc1ccc(Cl)cc1,-3,-2,6,-9,-1,-4,2,-37
O=C(CN1CCCCC1)Nc1ccc(S(=O)(=O)NC2CCCCC2)cc1,-6,1,-10,5,0,0,8,11
O=[N+]([O-])c1ccc(Cl)cc1CN1CCCCCC1,4,-1,-7,-5,-6,9,5,8
COCc1cc(CNC(=O)C2CCC(=O)N(Cc3ccccc3F)C2)[nH]n1 (configuration not stated),5,0,-10,-3,0,-4,3,-18
COc1ccccc1OCc1nc(C#N)c(NCCCn2ccnc2)o1,-7,0,0,-9,-4,-6,6,-3
CC1CCN(S(=O)(=O)c2cc(C(=O)N3CCN(c4ncccn4)CC3)ccc2Br)CC1,1,2,3,7,-6,-1,-16,-6
Cc1cc2nccc(-c3ccc(F)cc3)n2n1,2,-6,-2,7,-6,-7,-38,-21
COc1ccc(CNC(=O)C2=CC(c3ccc(C)cc3)=NS(=O)(=O)N2C)cc1,-9,3,-3,-1,-6,4,-51,-27
COc1cccc(C(=O)Nc2ccccc2OC(F)(F)F)c1,0,3,5,-3,-8,3,8,4
COc1ccc(NC(=O)N(Cc2ccc3c(c2)OCO3)C2CC(=O)N(c3ccc(OC)cc3)C2=O)cc1 (configuration not stated),-5,1,-9,0,-6,4,15,3
COc1cccc(-c2cc(-c3cccnc3)nc(N)c2C#N)c1,1,-115,-16,18,-4,5,-455,-4
COC(=O)c1cccc(N(CC(=O)NCC2CCCO2)C(=O)CCC(=O)Nc2cc(C)on2)c1 (configuration not stated),-3,-2,3,-3,-8,-7,-2,-18
O=C(NCCCN1CCOCC1)c1cccc(S(=O)(=O)N2CCN(c3ccccc3)CC2)c1,-7,0,6,-8,-10,-3,10,-5
COc1cc(OC)cc(C(=O)OCC(=O)Nc2cccc(C(C)=O)c2)c1,-11,2,6,-4,3,-1,11,-34
CCc1ccc(-c2cc(C)no2)cc1S(=O)(=O)NCCCN1CCN(c2ccccc2)CC1,-1,0,18,11,-3,2,15,-8
CCOc1cc(C(=O)Nc2ccc3c4c(cccc24)C(=O)N3CC)cc(OCC)c1OCC,5,42,25,-8,2,3,17,6
CCOc1ccccc1CN1CCC(O)CC1,-3,2,-19,3,-2,6,16,21
O=C(CCn1nc(-c2ccc(Cl)cc2)c2ccccc2c1=O)NN1CCOCC1,5,0,14,-6,-8,1,-8,5
O=C(c1cccc(S(=O)(=O)N2CCCCC2)c1)N1CCc2ccccc21,-2,0,1,2,-3,2,-4,11

Shown with values under each structure: entries from further up.
Results follow in this order: SENP7 inh | SENP1 FRET inh | Apaf-1 inh | UBC13 inh | APOBEC3G inh | SENP8 block-1 | SENP8 block-2 | SENP6 block
COC(=O)c1cccc(N(CC(=O)NCC2CCCO2)C(=O)CCC(=O)Nc2cc(C)on2)c1 (configuration not stated)
→ -3 | -2 | 3 | -3 | -8 | -7 | -2 | -18
O=C(NCCCN1CCOCC1)c1cccc(S(=O)(=O)N2CCN(c3ccccc3)CC2)c1
→ -7 | 0 | 6 | -8 | -10 | -3 | 10 | -5
COc1cc(OC)cc(C(=O)OCC(=O)Nc2cccc(C(C)=O)c2)c1
→ -11 | 2 | 6 | -4 | 3 | -1 | 11 | -34
CCc1ccc(-c2cc(C)no2)cc1S(=O)(=O)NCCCN1CCN(c2ccccc2)CC1
→ -1 | 0 | 18 | 11 | -3 | 2 | 15 | -8

Later entries.
canonical_smiles,SENP7 inh,SENP1 FRET inh,Apaf-1 inh,UBC13 inh,APOBEC3G inh,SENP8 block-1,SENP8 block-2,SENP6 block
CC(C)(C)c1ccc(S(=O)(=O)N2CC(C(=O)O)Oc3ccc(Cl)cc32)cc1 (configuration not stated),0,1,7,-2,-4,-4,11,-5
COc1ccc(N(CC(=O)Nc2ccc(C)cc2C)S(=O)(=O)c2ccccc2[N+](=O)[O-])c(OC)c1,4,2,14,2,-9,4,10,-3
COc1cc2c(cc1OC)C(COc1ccccc1OC)N(C(=O)C(C)(C)C)CC2 (configuration not stated),0,1,9,6,-5,6,4,11
CCOc1ccc(Nc2nc(N3CCCC3)nc(N3CCN(c4ccc(OC)cc4)CC3)n2)cc1,-7,-1,14,-14,-5,-1,2,-4
COc1ccc(CNC(=O)CSc2nc3cccnc3s2)cc1,-7,-1,-4,5,-3,-5,1,5
COc1ccc(N2CC(C(=O)OCC(=O)Nc3cc(C)on3)CC2=O)cc1 (configuration not stated),5,1,-1,8,-5,6,18,-3
COc1cc(NS(=O)(=O)c2ccc(NC(=O)Cc3ccccc3)cc2)nc(OC)n1,0,2,5,-4,3,0,8,-8
O=C(Nc1ccn(-c2ccccc2)n1)c1ccc(Cl)cc1,-11,-3,21,-8,-10,-14,-18,-20
Cc1ccc2[nH]cc(S(=O)(=O)c3ccc(F)cc3)c(=O)c2c1,0,-1,-2,13,-8,5,-9,-1
CCOC(=O)c1cnc(SCc2nc(N)nc(Nc3ccc(C)cc3)n2)nc1N,0,-1,14,0,-3,-14,22,-19
CC(C)(C)C1CCc2onc(C(=O)Nc3cccc(O)c3)c2C1 (configuration not stated),2,1,8,4,2,-5,12,-3
O=[N+]([O-])c1ccc(NC(=S)N2CCOCC2)cc1,-1,-1,0,4,-9,1,14,-3
COc1ccc(C(=O)Oc2cc(C)[nH]c(=O)c2[N+](=O)[O-])cc1,-11,2,-1,0,-10,3,10,10
CCCc1nnc(NC(=O)CCC(=O)NCCc2ccc(Cl)cc2)s1,-1,-1,-2,-7,3,1,4,-3
Cc1cccc(NCC(=O)N/N=C\c2ccc[nH]2)c1,-7,-1,4,-4,1,-11,21,-8
CC1CCCC(NC(=O)CNC(=O)c2cccs2)C1C (configuration not stated),6,1,-3,-3,0,-2,0,6
Cc1ccccc1NC(=S)N1CCCCCC1,8,8,10,1,2,-3,1,8
CCCCOC(=O)n1ccc(C(=O)Nc2ccccc2OC)n1,-4,5,-7,3,-3,3,16,3
Cc1cc(C(C)(C)C)cc(S(=O)(=O)Nc2cccc(C(=O)O)c2)c1C,-4,0,-6,6,-4,-10,17,-9
CCC1CCCCN1C(=S)Nc1ccc(OC(F)F)cc1 (configuration not stated),-5,-1,-8,6,-13,-8,14,-6
CS(=O)(=O)N1CCN(c2nnc(-c3ccccc3)c3ccccc23)CC1,2,0,-4,-2,-11,2,9,0
CCCCC(=O)NC(Nc1sc2c(c1C(N)=O)CCCC2)(C(=O)OCC)C(F)(F)F (configuration not stated),2,1,1,8,-4,2,-15,7
Cc1ccc(C)c(C(=O)COC(=O)c2n[nH]c3ccccc23)c1,-11,-1,24,2,-4,-8,6,-16
CCC1Oc2ccc(C)cc2N(CC(=O)N(Cc2ccc(C)o2)C2CCCC2)C1=O (configuration not stated),-5,-4,37,2,-8,-6,2,-35
Cc1nc(CN(C)Cc2nc(Cc3ccccc3Cl)no2)cs1,3,4,4,0,-2,-6,24,-15
COc1cc2ccccc2cc1C(=O)Nc1nnc(-c2ccncc2)o1,8,-1,-7,-15,-4,-7,-370,2
Cn1nc(OC(=O)Nc2ccc(F)cc2)cc1C(F)(F)F,10,2,-4,-2,-5,-14,38,12

Assay outcomes as filed in PubChem.

Compounds were not picked by outcome. About 3.6% of those tested had a hit in this group.
